Siah-1 displacement – Siah-1 peptide-binding antagonists, primary screen, biochemical, fluorescence polarization, rhodamine-plectin, uHTS (AID 1817); Siah-1 / rhodamine-plectin peptide fluorescence polarization; higher % means a stronger effect; one-dose displacement, % at 20 µM; IC50 in µM for titrated hits; 0.02% of 290,000 active;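 active means displacement of at least 50% at 20 µM, with a fluorescence ratio check between 0.3 and a set limit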;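 further: plate controls were Siah plus tracer with DMSO for no effect and tracer alone without Siah for full effect; strong numbers were not always called active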
Yfh1-off respiration – mitochondrial function rescue without frataxin homolog – Friedreich's ataxia, plus single-dose screen, dose response (AID 1465) | 0.074% of 220,000 active | one-dose fold induction at 50 µM; EC50 in µM for titrated hits | S. cerevisiae Yfh1-off respiration, WST-1 reduction, 72 h; higher fold induction means a stronger effect;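 active means fold induction of absorbance versus untreated yeast above a set limit, then at least 30% activation at any dose in follow-up; inconclusive means repeats straddling the limit, or above it without dose testing; inactive means fold induction below the set limit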;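 further: activators that raise dye reduction in frataxin-depleted yeast; strong numbers were not always called active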
CSM14.1 death rescue – rescue of cells from ER stress-induced death, primary screen, 384-well, CSM14.1, thapsigargin, ATP luminescence (AID 1222); CSM14.1 thapsigargin-induced death rescue, ATP luminescence; higher % means a stronger effect; cellular ATP content (survival), % at 20 µM, or EC50 in µM where a hit was titrated; 190,000 tested, under 10 active;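 active means EC50 below 50 µM in the dose-response confirmation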;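 further: death triggered by thapsigargin at about 15 µM added after 2 h compound pretreatment; cell ATP read after overnight thapsigargin exposure of roughly 18 to 22 hours; normalized against plate controls of thapsigargin alone and 5% DMSO vehicle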
Salmonella PhoP GFP – inhibitors of PhoP regulon expression, primary screen, Salmonella Typhimurium, GFP reporter (AID 1863). S. Typhimurium PhoP-regulated promoter GFP reporter, 4 h; higher % means a stronger effect. one-dose inhibition, % at 50 µM; IC50 in µM for titrated hits. 0.16% of 300,000 active;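 active means inhibition over 29.93%, a cutoff 3 SD above the screen mean, later confirmed by dose response; inconclusive means inhibition over 29.93% but no dose response follow-up; inactive means inhibition at most 29.93% or unconfirmed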;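 further: 0% = low Mg2+ inducing control and 100% = high Mg2+ repressing control; strong numbers were not always called active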
M17LAP inhibition – P. falciparum M17LAP inhibitors, primary screen, biochemical, fluorogenic H-Leu-NHMec substrate, 1536-well (AID 1619) | recombinant M17LAP, H-Leu-NHMec fluorogenic kinetic assay; higher % means a stronger effect | inhibition, % at 30 µM, or IC50 in µM where a hit was titrated | 0.38% of 220,000 active;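 active means compound inhibiting the enzyme by more than half at any dose during confirmatory dose-response retesting; inconclusive means strong single-dose inhibitors picked by rank but not retested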;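 further: plate controls were full reaction with DMSO carrier for no effect and no enzyme background for full effect; strong numbers were not always called active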
P. falciparum M1AAP – malaria alanyl aminopeptidase activity blockers – biochemical, fluorogenic H-Leu-NHMec substrate, 1536-well (AID 1445); 0.42% of 220,000 active; one-dose inhibition, % at 30 µM; IC50 in µM for titrated hits; recombinant M1AAP, H-Leu-NHMec fluorogenic kinetic assay; higher % means a stronger effect;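 active means primary inhibition above the hit cutoff, then over 50% inhibition at one or more dose response concentrations, cut at about 23% in these data, passing the limit was not always enough; inconclusive means conflicting primary data, or primary hits not chosen for dose response; inactive means low primary inhibition, or under 50% at every dose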;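 further: plate controls were DMSO full reaction for no effect and no enzyme background for full effect; strong numbers were not always called active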
XIAP displacement – small molecules displacing peptide from XIAP – biochemical, IAP family, fluorescence polarization (AID 1018); XIAP BIR domain, fluorescence polarization peptide displacement; higher % means a stronger effect; displacement, % at 20 µM, or IC50 in µM where a hit was titrated; 0.007% of 200,000 active; in the data active means displacement above about 50%; further: a part of the inactive calls stands beside numbers as strong as those of hits
PMI inhibition – MPI inhibition at elevated mannose 6-phosphate – biochemical, fluorescence intensity, high mannose 6-phosphate, primary screen (AID 1220). recombinant PMI enzyme, coupled fluorescence intensity; higher % means a stronger effect. one-dose inhibition, % at 20 µM; IC50 in µM for titrated hits. 0.66% of 190,000 active; in the data active means inhibition above about 50%
West Nile antiviral – inhibition of WNV-induced cytopathic effect – cell-based, CPE readout (AID 1621); 0.02% of 290,000 active; CPE inhibition, % at 10 µM, or IC50 in µM where a hit was titrated; West Nile virus-infected cells, CPE inhibition; higher % means a stronger effect; in the data active means a potency from the dose series; inconclusive means CPE inhibition mostly from about 3.7% at the one dose, without a potency; inactive means the rest, 99 in 100 with CPE inhibition below about 2.2%; further: strong numbers were not always called active
Starred values were filed as active, the others as inactive; i = inactive; ? = inconclusive; / = no result given.

SMILES	Siah-1 displacement	Yfh1-off respiration	CSM14.1 death rescue	Salmonella PhoP GFP	M17LAP inhibition	P. falciparum M1AAP	XIAP displacement	PMI inhibition	West Nile antiviral
O=C(NCC(=O)N(CC1CCCO1)C1(C(=O)NC2CCCC2)CCCCC1)c1ccccc1 (stereo unspecified)	2%	i	-0.6%	2%	22%	5%	-4.9%	-11%	-1.1%
CCC(=O)OCc1c(C(F)(F)F)nn(C)c1Oc1cccc(C(F)(F)F)c1	-2%	i	3.5%	16%	-15%	-4%	-4.2%	-1%	-0.3%
CS(=O)(=O)Oc1ccc2c(c1)O/C(=C\C=C\c1ccccc1)C2=O	10%	i	/	-6%	4%	4%	/	/	0.2%
Nc1nc(N2CCN(c3ccc(Cl)cc3)CC2)n[nH]1	1%	i	-0.4%	1%	1%	-2%	-1.4%	-7%	-0.4%
COc1cccc(NC(=O)CNC(=O)c2ccc([N+](=O)[O-])cc2)c1	4%	i	/	-5%	-4%	5%	/	/	0.8%
Cc1noc(C)c1C(=O)OC(C)C(=O)Nc1ccc(S(=O)(=O)NC(C)C)cc1 (stereo unspecified)	-1%	i	-4.0%	-8%	-8%	4%	-3.4%	6%	-0.5%
CCOC(=O)c1c(-c2ccc(OC)cc2)csc1/N=C/C1C(=O)CCCC1=O	-3%	i	-0.7%	0%	0%	6%	-3.7%	45%	1.6%
COc1ccc(/C=N/NC(N)=S)cc1OC(=O)c1cccc2ccccc12	0%	i	-5.7%	15%	4%	2%	-0.8%	4%	0.4%
O=C(C/C=N\OCc1ccc([N+](=O)[O-])cc1)Nc1ccc(F)cc1F	-4%	i	0.2%	2%	-2%	4%	-14%	2%	0.3%
COc1ccc(CCNC(=O)CSc2nc(O)c(CC(C)C)c(=O)[nH]2)cc1OC	-7%	i	-1.1%	2%	15%	6%	-3.3%	0%	0.2%
Cc1ccc(NC(=O)C2CCCN(S(=O)(=O)c3cccs3)C2)cc1 (stereo unspecified)	-3%	i	-1.1%	1%	1%	3%	-3.8%	4%	0.1%
COC(=O)c1ccccc1S(=O)(=O)N(CCCN1CCOCC1)Cc1cccs1	1%	i	0.0%	7%	7%	-3%	-3.6%	-7%	-0.3%
CNC(=S)N/N=C/c1ccc(OCC(=O)Nc2c(C)cc(C)cc2C)c(OC)c1	2%	i	-0.8%	-13%	9%	2%	-9.9%	6%	-0.9%
Cc1ccc(CSc2nc3c(c(=O)[nH]c(=O)n3C)n2CCC(C)C)cc1	0%	i	-1.4%	2%	-2%	15%	2.9%	4%	0.8%
CC(C)NC(=O)CN(CCc1ccccc1)S(C)(=O)=O	3%	i	-2.1%	2%	5%	6%	-0.5%	2%	0.6%
Nc1c(C(=O)c2ccccc2)oc2ccc([N+](=O)[O-])cc12	-1%	i	/	-7%	7%	3%	/	/	0.1%
NCCSc1c(-c2ccc(Cl)cc2)[nH]c2ccccc12	0%	i	/	8%	-22%	4%	/	/	-1.1%
CCN(CC(=O)NCc1cccs1)c1nnnn1-c1ccccc1	3%	i	/	27%	-4%	-1%	-3.2%	2%	0.8%
CC1=CC(C)C(/C=N/N=C(N)N)C(C)C1 (stereo unspecified)	2%	i	/	19%	2%	7%	/	/	-0.1%
NS(=O)(=O)c1ccc(NC(=S)Nc2ccc(Br)c(Cl)c2)cc1	7%	i	-1.7%	7%	-4%	-5%	-4.4%	7%	0.7%
COC(=O)c1ccc(N2C(=O)CC(N3CCOCC3)C2=O)cc1 (stereo unspecified)	-4%	i	-1.4%	1%	-5%	0%	-18%	-1%	0.0%
COC(=O)c1sccc1NC(=O)Cn1nnc(-c2ccc(C)cc2)n1	-4%	i	-1.4%	-2%	2%	9%	-4.1%	3%	0.3%
COc1ccc(-c2nnc(SCC(=O)N/N=C/c3ccccc3C(=O)O)n2-c2ccccc2)cc1	-2%	i	-0.7%	1%	-3%	5%	-1.5%	6%	-0.6%
COc1ccc(/C=C/C(=O)Oc2cccc(/C=N/NC(=O)Cc3ccc(Br)cc3)c2)cc1	0%	i	/	-3%	-9%	-2%	/	/	1.1%
COC(=O)c1c(C(=O)OC)c(C)n(Cc2ccco2)c1C	-3%	/	-1.5%	-10%	1%	12%	-1.0%	0%	0.5%
Cc1cccc(-c2nnn3c2nc(NCCc2ccc(S(N)(=O)=O)cc2)c2ccccc23)c1	9%	i	-1.0%	-9%	-2%	4%	-1.5%	0%	1.0%
COc1ccc(CN2CCC(N3CCC(C(=O)N4CCOCC4)CC3)CC2)c(F)c1	0%	i	0.0%	1%	1%	-4%	-6.7%	1%	-0.6%
O=C(NCCc1c[nH]c2ccccc12)C(=O)NCC1OCCN1S(=O)(=O)c1ccc(Cl)cc1 (stereo unspecified)	3%	i	-0.4%	2%	-3%	0%	-4.4%	5%	0.2%
CCc1ccc(Nc2nc(N)nc(CSc3nc4ccccc4s3)n2)cc1	-4%	i	-0.7%	30%	2%	1%	-4.3%	9%	0.6%
O=C(NCc1cccs1)c1ccc(Cl)c(S(=O)(=O)N2CCCC2)c1	15%	i	0.4%	7%	-15%	4%	-4.6%	-1%	-1.0%
CCOC(=O)Cc1csc(NC(=O)CSc2nnnn2-c2ccc(CC)cc2)n1	-2%	i	-0.1%	12%	5%	-7%	0.8%	4%	0.4%
Cc1ccc(OCC(=O)Nc2ccc(C)c(S(=O)(=O)N3CCCCC3)c2)c([N+](=O)[O-])n1	-2%	i	-0.9%	5%	1%	5%	-21%	4%	0.3%
CC(C)(C)NC(=O)COc1ccc(CNn2nnnc2N)cc1	-1%	i	0.8%	-5%	6%	-1%	-5.0%	7%	-0.6%
NS(=O)(=O)c1ccc(N/N=C2/CCCCC2C2CCCCC2)c([N+](=O)[O-])c1 (stereo unspecified)	-2%	i	-0.6%	8%	10%	3%	-0.8%	15%	0.8%
Cc1sc(NC(=O)c2ccc(Cl)s2)c(C(N)=O)c1C	4%	i	/	17%	-3%	-2%	-1.7%	1%	-0.6%
COc1ccc(CNc2nc(-c3ccccc3)nn2C(=O)c2ccc([N+](=O)[O-])cc2)cc1	6%	i	-0.2%	-2%	13%	1%	1.9%	1%	0.8%
COc1ccc(N2C(=O)C3CCCCC3C2=O)cc1NC(=O)c1ccccc1 (stereo unspecified)	-2%	i	2.0%	-5%	13%	10%	-0.3%	6%	0.0%
CN(Cc1cnccn1)Cc1nc(Cc2cccc(F)c2)no1	-5%	i	-1.8%	-8%	0%	3%	-3.9%	-8%	0.3%
Cc1sc(NC(=O)C2CCCCC2C(=O)O)c(C(N)=O)c1C (stereo unspecified)	-4%	i	-0.7%	-15%	45%	-2%	-8.8%	-6%	0.8%
CC(C)OC(=O)CCc1nc2ccccc2[nH]c1=O	-2%	i	-1.1%	9%	-5%	0%	-6.7%	13%	0.2%

Two neighbouring compounds from above:
SMILES	Siah-1 displacement	Yfh1-off respiration	CSM14.1 death rescue	Salmonella PhoP GFP	M17LAP inhibition	P. falciparum M1AAP	XIAP displacement	PMI inhibition	West Nile antiviral
Cc1sc(NC(=O)C2CCCCC2C(=O)O)c(C(N)=O)c1C (stereo unspecified)	-4%	i	-0.7%	-15%	45%	-2%	-8.8%	-6%	0.8%
CC(C)OC(=O)CCc1nc2ccccc2[nH]c1=O	-2%	i	-1.1%	9%	-5%	0%	-6.7%	13%	0.2%

Some entries already given with just West Nile antiviral and PMI inhibition.
| Molecule | West Nile antiviral | PMI inhibition |
| --- | --- | --- |
| COc1ccc(/C=C/C(=O)Oc2cccc(/C=N/NC(=O)Cc3ccc(Br)cc3)c2)cc1 | 1.1% | / |
| COC(=O)c1sccc1NC(=O)Cn1nnc(-c2ccc(C)cc2)n1 | 0.3% | 3% |
| COC(=O)c1ccc(N2C(=O)CC(N3CCOCC3)C2=O)cc1 (stereo unspecified) | 0.0% | -1% |
| O=C(NCc1cccs1)c1ccc(Cl)c(S(=O)(=O)N2CCCC2)c1 | -1.0% | -1% |
| CN(Cc1cnccn1)Cc1nc(Cc2cccc(F)c2)no1 | 0.3% | -8% |
| O=C(NCCc1c[nH]c2ccccc12)C(=O)NCC1OCCN1S(=O)(=O)c1ccc(Cl)cc1 (stereo unspecified) | 0.2% | 5% |

Continuation:
SMILES	Siah-1 displacement	Yfh1-off respiration	CSM14.1 death rescue	Salmonella PhoP GFP	M17LAP inhibition	P. falciparum M1AAP	XIAP displacement	PMI inhibition	West Nile antiviral
CCCc1cc(C(N)=O)c(NC(=O)c2ccoc2C)s1	-4%	i	/	-11%	4%	18%	-9.2%	13%	?
CC(C)NC(=O)C1CCN(C2CCN(CC3CC=CCC3)CC2)CC1 (stereo unspecified)	0%	i	0.4%	3%	9%	-1%	-2.6%	/	-0.3%
COc1ccccc1CC(=O)NC1CCCc2ccccc21 (stereo unspecified)	0%	i	-0.8%	-13%	-3%	3%	-4.2%	6%	-1.0%
CC(C)N1CCC(N2CCN(Cc3cc4c(cc3Cl)OCO4)CC2CCO)CC1 (stereo unspecified)	-5%	i	-0.1%	-7%	-5%	-2%	-1.3%	/	-0.6%
C#CCOCCOCCOCCNc1nc(N2CCN(C(=O)[C@H]([C@@H](C)CC)n3cc([C@@H](N)CC(C)C)nn3)CC2)nc(N2CCN(C(=O)[C@H](CCCCN)n3cc([C@@H](N)C(C)CC)nn3)CC2)n1 (stereo partly specified)	10%	i	-1.7%	-7%	-2%	5%	-2.2%	-16%	0.2%
CC1CN(S(=O)(=O)c2ccccc2)C(C)CN1S(=O)(=O)c1ccccc1 (stereo unspecified)	-1%	i	-0.9%	4%	-11%	2%	2.4%	0%	-0.6%
Cc1cccc(C(=O)N/N=C2/SCC(=O)N2Cc2ccccc2)c1	17%	i	1.8%	-7%	23%	4%	-1.7%	4%	-2.0%
O=C(Nc1ccccc1Oc1ccccc1)c1ccccc1F	3%	i	-1.2%	-1%	-8%	0%	-11%	3%	-0.1%
COc1ccc(-c2nnc(SCC(=O)NNC(=O)Cc3ccccc3)n2C)cc1OC	-2%	i	-1.2%	-2%	-3%	-1%	-12%	9%	0.0%
O=C(NCc1ccc2c(c1)OCO2)C1CCN(S(=O)(=O)c2cccs2)CC1	8%	i	-1.6%	12%	3%	27µM*	-5.8%	4%	1.0%
CC(C)C(=O)Nc1ccc(C(=O)NNC(=S)NC(=O)c2ccccc2[N+](=O)[O-])cc1	7%	i	-0.5%	1%	-4%	-2%	-3.6%	-32%	0.4%
Cc1nc2nc(-c3ccco3)nn2c(C)c1Cl	7%	i	-2.9%	1%	12%	5%	0.2%	0%	0.2%
CCC1CCCN1Cn1cnc2c([nH]c3ccc(Cl)cc32)c1=O (stereo unspecified)	6%	i	-3.5%	-2%	3%	5%	3.9%	-2%	?
CCn1c2ccccc2c2nn(C)c(=N)nc21	2%	i	-1.0%	-1%	12%	-1%	4.2%	2%	-0.3%
